# Source: PubChem BioAssay (National Center for Advancing Translational Sciences (NCATS))
# pAkt inh: HTS Assay for Inhibitors of Akt Phophorylation: Primary Screen; Neuro2A IGF-stimulated pAkt S473 HTRF, 20 min; stronger effect = lower value; activity change, % for hits at 50 µM; 360,000 compounds, 0.32% hits; in the data active means activity change below about -80%; inconclusive means mostly about -51% to -80%; further: on the % scale 0 is the no-effect control and ±100 the full control effect
#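 Neuro2A cells (4,500/well, DMEM with 0.5% FBS) were treated with compound at a single 50 µM final concentration, stimulated with 6 nM IGF for 20 min at 37 °C, and lysed. Phospho-Akt Ser473 was read by HTRF as 665/615 ratio ×10^4.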
# CCT chaperon mod: High-Throughput Screening for Modulators of Cytosolic Chaperonin Activity. purified chaperonin ATPase assay, HTRF ADP detection, 30 min. activity change, % (concentration not given with the values), hits read low. 360,000 compounds, 0.3% hits. AID 651819, 2012; in the data active means activity change below about -30%; further: on the % scale 0 is the no-effect control and ±100 the full control effect
#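 TRiC at 40 or 20 nM final (batch-dependent) in 30 mM Tris pH 7.4, 100 mM KCl, 5 mM MgCl2, 1 mM DTT, with compound at single 76 uM and 10 uM ATP, 30 min at 37 deg C. ADP detected by HTRF Transcreener, 665/615 ratio.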
# HepG2 viability: qHTS for Inhibitors of TGF-b: Cytotox Counterscreen; HepG2 CAGA-GFP viability, ATP luminescence, 18 h; Potency, µM (titrated, usually from 46.1 µM), for the others: at the highest dose activity change, negative = cytotoxicity, actives largely listed as cytotoxic; 410,000 compounds, 0.76% hits; further: potency means the concentration at half of the fitted maximal effect; some results filed as inactive show a strong effect at the top dose
#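 HepG2 CAGA-GFP cells (1000/well, DMEM with 1% FBS) received compound, then TGF-beta at 500 pg/mL final, and were incubated 18 hours at 37 degrees C. Viability was read by CellTiter-Glo luminescence. Media-only wells were set as complete cell-killing and DMSO as no toxicity.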
# MmCpn inh: Inhibitors of TCP-1 ring complex (TRiC) of Methanococcus maripaludis (MmCpn): qHTS. purified Mm-Cpn ATPase, ADP Transcreener TR-FRET. 330,000 compounds, 0.031% hits. Potency, µM (titrated, usually from 76.9 µM), for inactives: at the highest dose activity, negative = inhibition, actives largely listed as inhibitors. Chaperonin Mm-Cpn (Methanococcus maripaludis); further: potency means the concentration at half of the fitted maximal effect; on the % scale 0 is the no-effect control and ±100 the full control effect; nearly all actives have a fitted effect of over 80% in size
#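 Compound-treated chaperonin, 25 nM final, turns over 10 uM ATP at 37°C for 30 min following a 10 min preincubation; ADP generated competes with ADP-d2 for Eu-cryptate antibody, lowering FRET.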
# Nrf2 ARE act: qHTS of Nrf2 Activators; AREc32 ARE-luciferase reporter (MCF7-derived line), luminescence, 24 h; Potency, µM (highest dose often 46.1 µM), inactives show at the highest dose activation, hits mostly activators; 410,000 compounds, 0.31% hits; further: potency means the concentration at half of the fitted maximal effect; % of control where 0% means no effect; nearly all actives have a fitted effect of over 65% in size
#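 AREc32_Fluc, 1000 cells/well, OPTI-MEM + 5% FBS, o/n 37 deg C 5% CO2; 23 nL cpd by pin tool, 24 hr; Steady-Glo 30 min RT, luminescence.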
# TGFb SMAD3 inh: qHTS for Inhibitors of TGF-b | Potency, µM (series often up to 46.1 µM), for the others: top-dose activity, negative = inhibition, actives largely listed as inhibitors | 410,000 compounds, 1.2% hits | HepG2 CAGA-GFP TGF-b/SMAD3 reporter, GFP fluorescence, 18 h; TGF-beta stimulated, 500 pg/mL final | AID 588855, 2011; further: potency means the concentration at half of the fitted maximal effect; on the % scale 0 is the no-effect control and ±100 the full control effect; nearly all actives have a fitted effect of over 65% in size
#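 Inhibition of TGF-beta-driven CAGA-GFP reporter expression in HEPG2 cells is measured by cellular GFP fluorescence after 18 h stimulation with 500 pg/mL recombinant TGF-beta in 1% FBS medium at 37 degrees C.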
# Nrf2 inh: Nrf2 qHTS screen for inhibitors. Potency, µM (top dose mostly 46 µM), for inactives: at the top dose activity change, negative = inhibition, most hits filed as inhibitors. A549 ARE-Fluc reporter, luciferase luminescence, 18-24 h. 360,000 compounds, 2.1% hits; further: potency means the concentration at half of the fitted maximal effect; on the % scale 0 is the no-effect control and ±100 the full control effect; nearly all actives have a fitted effect of over 60% in size
#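 A549 ARE_Fluc cells (5000/well, 5% FBS OPTI-MEM) pre-incubated 2 h, then treated with compounds 18-24 h at 37C/5% CO2 in concentration-response. CellTiter-Fluor viability read first; BugLite luciferase luminescence after 15 min at room temperature gives Nrf2 activity.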
# ATXN viability: Viability Counterscreen for Primary qHTS for Inhibitors of ATXN expression | S2 cells (HEK-293 line with an ATXN2-luciferase reporter) viability, CellTiter-Fluor protease fluorescence, 24 h | Potency, µM (top dose mostly 56.7 µM), actives largely listed as cytotoxic | 400,000 compounds, 0.49% hits | AID 651635, 2014; further: potency means the concentration at half of the fitted maximal effect; nearly all actives have a fitted effect of over 40% in size
# A549 viability: Nrf2 qHTS screen for inhibitors: counterscreen for cytotoxicity. A549 ARE-Fluc cells, CellTiter-Fluor viability, 18-24 h. Potency, µM (doses to about 46 µM), for the others: top-dose activity change, negative = cytotoxicity, actives largely listed as inhibitors. 390,000 compounds, 0.16% hits. AID 504648, 2011; further: potency means the concentration at half of the fitted maximal effect; on the % scale 0 is the no-effect control and ±100 the full control effect
#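 A549 ARE_Fluc cells in 5% FBS OPTI-MEM were exposed to compounds in concentration-response for 18-24 h at 37 deg C. Viability was read by CellTiter-Fluor fluorescence (Ex 405/Em 525) after 30 min, before the luciferase read.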
# Active calls of the source: *; i = inactive; ? = inconclusive; . = not tested or not shown; [ ] = dose if it differs, or a comment. Unless noted, the call rests on the fitted dose curve; in most records, active means well fitted curve in the direction sought with a large enough effect; inconclusive means small, poorly fitted or top-dose-only effect, or another doubt; inactive means no such curve, though single readings can be large; an effect the other way counts as inactive or inconclusive.
SMILES,pAkt inh,CCT chaperon mod,HepG2 viability,MmCpn inh,Nrf2 ARE act,TGFb SMAD3 inh,Nrf2 inh,ATXN viability,A549 viability
CCCC(C(=O)O)N1C(=O)/C(=C2\C(=O)N(C)c3ccccc32)SC1=S (stereo unspecified),i,-0.2,1%,1%,0.4%,0%,?,i,-16%
O=C(N/N=C\c1cccc(F)c1)c1ccc(-c2ccccc2)cc1,i,-0.5,-15%,-2%,0.2%,-24%,11%,i,8%
CSc1ncccc1C(=O)OCC(=O)c1cc(C)n(CC2CCCO2)c1C (stereo unspecified),i,0.1,-6%,0%,0.1%,-13%,?,i,-1%
CN(CC(=O)NC1(C)CCS(=O)(=O)C1)S(=O)(=O)c1ccc(Cl)cc1 (stereo unspecified),i,1.3,4%,-3%,-0.3%,5%,6%,i,-3%
COc1ccc(NC(=O)N2CCC(n3c(C)nc4cccnc43)CC2)cc1OC,.,.,-4%,.,-0.6%,-5%,.,?,-23%
Cc1cccc(C)c1Nc1nnc(SCC(=O)NCc2ccco2)s1,i,0.9,-3%,-1%,0.4%,2%,23%,i,-11%
Cc1ccc(-n2c(CNc3ccc(F)cc3)nnc2SCC(=O)O)cc1,i,-0.1,1%,2%,-0.3%,11%,7%,i,5%
O=C(COc1ccc(Cl)cc1)NCc1nnc(SCC(=O)Nc2ccc3c(c2)OCCO3)o1,i,-1.7,-4%,2%,-0.4%,19%,0%,i,-3%
CC(C)=C(NC(=O)c1ccccc1)C(=O)Nc1cccc(C(=O)O)c1,i,2.2,-3%,0%,-0.7%,-7%,10%,i,9%
C=CCc1cccc2cc(-c3nc4ccc(C)cc4[nH]3)c(=O)oc12,.,.,-7%,.,8.8%,31%[activator],?,.,18%
O=C(O)c1ccc2c(c1)C(=O)N(CCC1=CCCCC1)C2=O,i,-3.1,0%,1%,0.1%,0%,-4%,i,-5%
Cc1cccc2cc(CN(CCN3CCOCC3)C(=O)NCc3ccccc3)c(=O)[nH]c12,i,2.8,4%,1%,-0.5%,0%,12%,i,-3%
COc1cccc(NC(=O)C(Cc2ccccc2)NS(=O)(=O)c2ccc3c(c2)c(=O)n(C)c(=O)n3C)c1 (stereo unspecified),.,.,-10%,.,0.0%,?,0%,i,-2%
Cc1ccccc1NC(=O)Nc1cc(-c2ccccc2)nn1C,i,-0.7,3%,0%,-0.9%,14%,5%,i,2%
O=Cc1ccc(Cl)c(Cl)c1,i,-1.4,-32%,-9%,-1.3%,-7%,-9%,i,-8%

# Retrieved by structure from above, three records:
SMILES,pAkt inh,CCT chaperon mod,HepG2 viability,MmCpn inh,Nrf2 ARE act,TGFb SMAD3 inh,Nrf2 inh,ATXN viability,A549 viability
Cc1ccc(-n2c(CNc3ccc(F)cc3)nnc2SCC(=O)O)cc1,i,-0.1,1%,2%,-0.3%,11%,7%,i,5%
CN(CC(=O)NC1(C)CCS(=O)(=O)C1)S(=O)(=O)c1ccc(Cl)cc1 (stereo unspecified),i,1.3,4%,-3%,-0.3%,5%,6%,i,-3%
O=C(O)c1ccc2c(c1)C(=O)N(CCC1=CCCCC1)C2=O,i,-3.1,0%,1%,0.1%,0%,-4%,i,-5%

# Carrying on:
SMILES,pAkt inh,CCT chaperon mod,HepG2 viability,MmCpn inh,Nrf2 ARE act,TGFb SMAD3 inh,Nrf2 inh,ATXN viability,A549 viability
Cc1nnsc1C(=O)N1CCCC1(C)C(=O)O (stereo unspecified),.,0.8,-4%,.,-0.5%,17%,.,i,.
CCOC(=O)C1CCN(CC(O)COc2ccc(S(=O)(=O)N3CCCC3)cc2[N+](=O)[O-])CC1 (stereo unspecified),i,-1.0,-6%,2%,-0.5%,-23%,12%,i,0%
COc1ccc(NC(=O)c2ccccc2F)cc1Cl,i,-2.0,-16%,1%,4.7%,-2%,?,i,-7%
COc1ccc(S(=O)(=O)CCC(=O)NCCc2ccc(S(N)(=O)=O)cc2)cc1,i,0.2,10%,0%,0.2%,10%,.,i,-1%
COc1cccc(CN2C(=O)C(C)N(C(=O)c3c(F)cccc3F)c3ccccc32)c1 (stereo unspecified),i,0.2,-21%,-3%,-0.4%,?,21µM*,?,-7%
COc1ccc(Cl)cc1Nc1nc(-c2cccnc2)cs1,i,-0.6,-21%,-2%,0.0%,-22%,-17%,i,0%
Cc1ccccc1-c1cnc(C(O)c2c(C)ccc3ccccc23)[nH]1 (stereo unspecified),i,0.8,-13%,.,3.2%,15%,.,i,.
COc1cccc(CCC(=O)Nc2cccc(S(=O)(=O)N3CCCC3)c2)c1OC,i,-6.0,-19%,-2%,2.8%,-11%,-11%,i,13%
CCc1ccc(CNC(=O)c2cc3c(=O)oc4ccc(C)cc4c3s2)cc1,.,.,-9%,.,-1.4%,-23%,13%,i,0%
CCN1C(=O)N[C@@H](c2cccc(C(F)(F)F)c2)C(C(C)=O)=C1C,i,0.9,-3%,.,-0.9%,4%,-4%,i,0%
S=C(NCCN1CCCCC1)Nc1ccccc1,i,-0.6,-57%,2%,0.0%,-58%,-9%,i,1%
CN(C1CCCCC1)S(=O)(=O)c1cc2c3c(c1)CCN3C(=O)CC2,i,0.0,3%,1%,3.4%,11%,-16%,i,-1%
Cc1occc1-c1nnc(SCC(=O)NC(C)(C)C)n1C(C)c1ccccc1 (stereo unspecified),i,1.7,-8%,-1%,-0.9%,-10%,18%,i,-5%
Cc1[nH]c2ccc(C(=O)NCCN3CCOCC3)cc2c1C,i,1.2,-23%,5%,0.1%,-7%,3%,?,1%
COc1ccc(CC(NC(C)=O)C(=O)NC2CCN(C(=O)c3ccncc3)CC2)cc1OC (stereo unspecified),i,0.2,13%,-2%,-0.3%,9%,4%,?,-3%
CCc1cccc(NC(=O)Cn2c3[n+](c4ccc(C(F)(F)F)cc42)CCCCC3)c1,i,-3.0,9%,0%,-0.1%,4%,16%,i,-1%
CCOC(=O)N1CCN(CC(O)COCc2ccc(Cl)cc2)CC1 (stereo unspecified),i,0.4,2%,1%,0.0%,8%,.,i,-3%
C/C(=C/c1ccccc1)C(=O)N1CCN(c2ccccc2F)CC1,i,1.2,4%,0%,-0.3%[9.22 µM],9%,11%,i,0%
Cc1cccc(C)c1NC(=O)CSc1nc(-c2ccccc2)nc2c1Cc1c(CO)cnc(C)c1O2,.,.,-5%,.,1.1%,-3%,13%,.,8%
COc1ccc(C(=O)c2c(-c3ccc(OC)cc3)oc3ccccc23)cc1,i,-1.7,-11%,?,1.0%,-6%,6%,i,8%
O=C(CSc1nnc(-c2c[nH]c3ccccc23)o1)NCC1CCCO1 (stereo unspecified),i,0.0,2%,2%,0.9%,-4%,6%,?,-4%
S=C(Nc1ccc2nccnc2c1)N1CCCC1,i,2.1,14%,-1%,0.4%,11%,-1%,i,-12%
O=C(NCc1ccccn1)Nc1ccc(F)cc1F,i,-3.5,5%,2%,-0.3%,2%,8%,i,0%
Cc1ccc(C(C)(C)C)cc1S(=O)(=O)N1CCC(C(=O)N2CCN(c3ccc(O)cc3)CC2)CC1,i,-1.9,-39%,-4%,3.0%,-15%,9.2µM*,i,-19%
CC(C)=C1SC(N2CCN(c3ccc(Cl)cc3)CC2)=NC1=O,i,-0.4,4%,4%,-0.8%,-19%,?,i,-6%
CN(C)c1ccc(C(=S)N2CCCCCC2)cc1,i,-0.4,-56%,-2%,2.4%,-6%,3%,i,-23%
Cc1cc(O)c(C(C)C)cc1NC(=O)Cn1nc(C)c2ccccc2c1=O,i,-1.7,-10%,-2%,0.4%,5%,-8%,i,-16%
CCOC(=O)c1cccc(NC(=O)CCn2c(-c3ccc(F)cc3)cc(C(=O)OCC)c2C)c1,.,.,-25%,.,4.8%,-8%,.,.,-14%
N#Cc1cccc(S(=O)(=O)NCC(=O)OCC(=O)c2ccc[nH]2)c1,i,0.0,-5%,-2%,0.2%,?,-3%,i,-6%
Cc1cc(C)n(CCNCc2c(C(=O)N3C[C@@H](C)O[C@@H](C)C3)nc3ccc(Cl)cn23)n1,i,-2.1,0%,2%,-0.6%,-1%,3%,i,3%

# Molecules shown so far with a CF3 group (two):
SMILES,pAkt inh,CCT chaperon mod,HepG2 viability,MmCpn inh,Nrf2 ARE act,TGFb SMAD3 inh,Nrf2 inh,ATXN viability,A549 viability
CCN1C(=O)N[C@@H](c2cccc(C(F)(F)F)c2)C(C(C)=O)=C1C,i,0.9,-3%,.,-0.9%,4%,-4%,i,0%
CCc1cccc(NC(=O)Cn2c3[n+](c4ccc(C(F)(F)F)cc42)CCCCC3)c1,i,-3.0,9%,0%,-0.1%,4%,16%,i,-1%

# The listing continues:
SMILES,pAkt inh,CCT chaperon mod,HepG2 viability,MmCpn inh,Nrf2 ARE act,TGFb SMAD3 inh,Nrf2 inh,ATXN viability,A549 viability
Cc1ccc(S(=O)(=O)N2CCC(C(=O)OC(C)C(=O)N3CCOCC3)CC2)cc1 (stereo unspecified),i,-0.5,2%,0%,-0.1%,2%,13%,i,-4%
O=C(NCc1cccc(Cl)c1)C1CCC(=O)N(CCCN2CCOCC2)C1 (stereo unspecified),i,0.1,0%,-4%,-0.5%,-3%,-6%,i,0%
Cc1cccc(NC(=O)c2cc3c(=O)n(Cc4ccco4)ccc3nc2C)c1,.,.,-1%,.,22%,-5%,19%,.,7%
CCOc1ccccc1NC(=O)NC1CCCc2ccccc21 (stereo unspecified),i,-3.2,-6%,-5%,3.3%,-14%,-29%,i,3%
COc1ccc(-c2nc3ccccc3c(=O)n2CCc2ccc(O)cc2)cc1,i,-4.9,-22%,0%,0.1%,-21%,3%,?,-7%
